Gli-Sufu block: Gli-Sufu pathway antagonism | Sufu-KO-LIGHT fibroblasts, Gli luciferase reporter luminescence | inhibition, % at 5 µM | 340,000 compounds, 0.74% hits | AID 588413;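 active = inhibition above about 55%, limit read from the data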;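 note: 0% = DMSO-treated cells and 100% = wells with medium but no cells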
Jurkat NFkB inh: inhibitors of the PMA/ionomycin-induced NF-kB reporter in Jurkat cells | PMA/ionomycin-induced NF-kB luciferase reporter, luminescence | inhibition, % at 4 µM | 330,000 compounds, 0.53% hits
UBC13 inh: blocks human UBC13 polyubiquitin chain formation; P61088; TR-FRET; inhibition, % at 20 µM; 330,000 compounds, 0.47% hits; in the data active = inhibition above about 45%, passing the limit was not always enough
Target sequence (P61088 whole entry, looked up): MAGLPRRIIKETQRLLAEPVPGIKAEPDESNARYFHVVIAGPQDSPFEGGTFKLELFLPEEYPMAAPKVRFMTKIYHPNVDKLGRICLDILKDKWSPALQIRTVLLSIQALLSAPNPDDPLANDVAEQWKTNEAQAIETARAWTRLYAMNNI
CCR6 antag: CCR6 (human) receptor antagonism; P51684; CHO-K1 CCR6 PathHunter beta-arrestin, luminescence, CCL20-stimulated; inhibition, % at 20 µM; 340,000 compounds, 0.49% hits; AID 493098;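 active = compounds whose inhibition of the agonist-driven luminescence signal at 20 µM reaches about 50%, limit read from the data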;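 note: cells stimulated with CCL20 at 14 nM final; plate controls were DMSO with CCL20 for no effect and DMSO without agonist for full effect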
Target sequence (P51684 whole entry, looked up): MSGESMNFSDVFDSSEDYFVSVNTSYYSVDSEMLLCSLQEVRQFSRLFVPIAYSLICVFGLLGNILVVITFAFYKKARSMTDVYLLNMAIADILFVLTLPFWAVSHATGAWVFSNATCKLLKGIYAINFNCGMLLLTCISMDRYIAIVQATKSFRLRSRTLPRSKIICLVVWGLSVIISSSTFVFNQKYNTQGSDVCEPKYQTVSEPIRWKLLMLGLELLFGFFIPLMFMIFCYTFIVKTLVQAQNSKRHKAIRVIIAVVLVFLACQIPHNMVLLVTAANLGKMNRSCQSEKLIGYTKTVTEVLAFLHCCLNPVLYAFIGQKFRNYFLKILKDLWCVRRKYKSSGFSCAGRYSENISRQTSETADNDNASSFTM
EBI2 block: blocks human EBI2 receptor beta-arrestin signaling. P32249. EBI2 beta-arrestin recruitment, luminescence, 7a,25-OHC stimulated. inhibition, % at 5 µM. 360,000 compounds, 0.81% hits; in the data active = inhibition above about 38%;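 note: enzyme fragment complementation signal reports receptor beta-arrestin coupling in cells; 0% = agonist plus DMSO wells and 100% = wells without agonist; some results beyond the cut were filed as inactive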
Apaf1 inhib: inhibitors of human Apaf-1 apoptosome. O14727. reconstituted apoptosome caspase-3 activity, DEVD-Rh110 fluorescence. inhibition, % at 20 µM. 330,000 compounds, 0.71% hits. AID 489030; active = inhibition of at least 40% at 20 µM;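 note: plate controls were DMSO wells for no effect and DEVD-CHO caspase inhibitor wells for full effect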
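Material: biochemical Apaf-1 apoptosome reconstitution. Medium: Hepes buffer, pH 7.5. Also added: cytochrome c activation, bis-DEVD rhodamine 110 substrate. Timing: 30 min compound preincubation, 50 min activation, room temperature. Measured by: rhodamine 110 fluorescence at Ex 480/Em 540 nm.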
697 NFkB inh: inhibitors of the PMA/ionomycin-induced NF-kB reporter in 697 B cells; 697 B-cell NF-kB luciferase reporter, 16 h; inhibition, % at 4 µM; 330,000 compounds, 0.33% hits; AID 435022; in the data active = inhibition above about 35%
SENP8 block: blocks the human protease SENP8 | Q96LD8 | purified SENP8, Z-RLRGG-aminoluciferin cleavage, luminescence | inhibition, % at 10 µM | 330,000 compounds, 1.2% hits
Target sequence (Q96LD8 whole entry, looked up): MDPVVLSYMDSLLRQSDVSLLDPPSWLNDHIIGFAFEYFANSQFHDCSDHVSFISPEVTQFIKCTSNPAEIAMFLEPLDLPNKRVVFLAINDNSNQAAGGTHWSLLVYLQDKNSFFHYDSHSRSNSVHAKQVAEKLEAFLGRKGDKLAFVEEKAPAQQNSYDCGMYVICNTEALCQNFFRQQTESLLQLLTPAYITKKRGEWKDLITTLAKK
The depositor's hits bear a star; . = not tested or not shown. Cut-off read from the data, not from the text of the source, unless noted: active = inhibition above about 50%; inactive = the rest. These rows are one share of the data; rates above refer to the full screens.

no.	canonical_smiles	CCR6 antag	Gli-Sufu block	Apaf1 inhib	Jurkat NFkB inh	SENP8 block	UBC13 inh	697 NFkB inh	EBI2 block
1	CN(C1CC(C)(C)N(O)C(C)(C)C1)S(=O)(=O)CC12CCC(CC1=O)C2(C)C (stereo not drawn)	20	0	11	3	-6	-9	-4	-7
2	O=C(CN1C(=O)c2ccccc2C1=O)N1CCN(C(=O)c2ccco2)CC1	-11	1	-18	11	3	18	14	0
3	CCCC(CCC)=NNc1ccc(S(=O)(=O)Nc2ccccc2OC)cc1[N+](=O)[O-]	35	16	27	-1	-7	-25	-14	6
4	Cc1cccc(C(=O)N2CCN(c3ccc([N+](=O)[O-])c(N4CCOCC4)c3)CC2)c1	-5	-7	4	18	-2	-25	5	13
5	CNC(=O)C(C)NS(=O)(=O)c1ccc(F)cc1 (stereo not drawn)	-8	6	-13	4	-4	-2	16	1
6	Cc1cc2c3c(c1)C(C)(c1ccccc1)CC(C)(C)N3C(=O)C21C(C#N)=C(N)OC2=C1C(=O)CC(C)(C)C2 (stereo not drawn)	4	3	23	10	10	-6	29	15
7	CCOC(=O)CCCCCN1C(=O)c2cccc3cccc(c23)C1=O	12	6	11	-24	-3	32	-8	0
8	O=C(Nc1ccccc1-c1nc2ccccc2s1)c1cccnc1	-5	1	8	-3	-12	-2	-24	-6
9	CCOC(=O)c1cnc2ccc(C(=O)OC)cc2c1Nc1ccc2c(c1)OCCO2	7	5	20	12	-3	-7	-43	32
10	COc1ccccc1NC(=O)N1CCCC1C(=O)NCC1CCCO1 (stereo not drawn)	0	50	-12	-10	2	-3	3	-10
11	O=C(Nc1ccccc1)Nc1ccccc1C(=O)NCc1ccccc1	10	-9	1	-10	-4	10	14	15
12	COCCNC(=O)/C(C#N)=C/c1cc(Br)c(O)c(OC)c1	4	2	-5	-17	2	-15	-4	-2
13	CCOC(=O)CN1C(c2ccccc2O)Nc2ccc(Br)cc2C1c1ccccc1 (stereo not drawn)	3	48	9	-11	4	-7	1	5
14	CCN(CC)S(=O)(=O)c1ccc(N2CCOCC2)c(NC(=O)COc2ccc(C#N)cc2)c1	11	4	5	-9	0	-4	-1	7
15	CCOc1ccc(NC(=O)CCC(=O)c2ccc(-c3ccccc3)cc2)cc1	-8	-7	1	3	-11	-7	-7	7
16	O=C(O)c1cnccn1	8	-10	-11	-8	8	4	10	-6
17	O=C(CSc1nc(-c2cccs2)cc(C(F)(F)F)n1)Nc1cc(OCC(F)(F)F)cc([N+](=O)[O-])c1	12	25	-5	10	-1	-1	8	15
18	O=C(c1ccccc1Sc1ccccc1[N+](=O)[O-])N1CCCCC1	4	-24	-7	-13	9	-3	11	4
19	O=C(CN(C(=O)c1csnn1)c1ccc(F)c(Cl)c1)NC1CCCCC1	9	-18	2	-2	1	-3	6	2
20	O=C(Nc1ccc([N+](=O)[O-])cc1)/C(=C/c1cccc([N+](=O)[O-])c1)NC(=O)C1CCCCC1	21	5	5	6	-8	-14	0	0
21	COc1ccc(/C=C/C(=O)N2CCN(c3ccccc3)CC2)cc1S(=O)(=O)N1CCOCC1	3	1	7	32	-2	11	-27	9
22	O=S(=O)(c1cccc2cccnc12)N1CCc2ccccc21	1	1	10	0	-1	-3	4	-3
23	O=C1CC(C(=O)Nc2ccc(Cl)cc2)n2ncnc2N1 (stereo not drawn)	10	0	12	-2	-6	-4	-5	-7
24	COc1ccc(CCN=C(N)NS(=O)(=O)c2ccc(F)cc2)cc1	7	7	-8	-2	2	8	5	-11
25	O=C(Cn1c(=O)n(-c2ccc(F)cc2)c(=O)c2sccc21)N1CCCC1	3	-18	1	6	-4	-4	3	1
26	O=C(CNC(=O)c1sc2ccccc2c1Cl)NC1CC1	-10	-34	5	-30	-2	5	-14	-8
27	OC1CCCC1	8	1	-7	4	3	5	23	0
28	Cc1c(NC(=O)C(=O)/C=C(\O)c2ccc(Br)cc2)c(=O)n(-c2ccccc2)n1C	3	-4	5	5	-3	-13	12	-1
29	CCOc1ccc(NC(=O)CC2C(=O)N(c3ccccc3)C(=O)N2Cc2ccccn2)cc1 (stereo not drawn)	-11	-2	-11	-1	8	14	12	-8
30	CCn1c(-c2csc(-c3ccc(Cl)cc3)n2)n[nH]c1=S	22	4	-8	13	0	3	-6	11
31	CN(CC(=O)Nc1cccc(F)c1)C(=O)c1cc(=O)[nH]c2ccccc12	7	3	-3	-9	-9	0	12	3
32	O=C(NNC(=O)C(Cl)Cl)c1cnn(-c2ccccc2)c1C(F)(F)F	15	43	2	-5	1	0	9	-1

Reformatted: entries from further up
(7) CCOC(=O)CCCCCN1C(=O)c2cccc3cccc(c23)C1=O
  CCR6 antag: 12; Gli-Sufu block: 6; Apaf1 inhib: 11; Jurkat NFkB inh: -24; SENP8 block: -3; UBC13 inh: 32; 697 NFkB inh: -8; EBI2 block: 0

(8) O=C(Nc1ccccc1-c1nc2ccccc2s1)c1cccnc1
  CCR6 antag: -5; Gli-Sufu block: 1; Apaf1 inhib: 8; Jurkat NFkB inh: -3; SENP8 block: -12; UBC13 inh: -2; 697 NFkB inh: -24; EBI2 block: -6

(9) CCOC(=O)c1cnc2ccc(C(=O)OC)cc2c1Nc1ccc2c(c1)OCCO2
  CCR6 antag: 7; Gli-Sufu block: 5; Apaf1 inhib: 20; Jurkat NFkB inh: 12; SENP8 block: -3; UBC13 inh: -7; 697 NFkB inh: -43; EBI2 block: 32

(10) COc1ccccc1NC(=O)N1CCCC1C(=O)NCC1CCCO1 (stereo not drawn)
  CCR6 antag: 0; Gli-Sufu block: 50; Apaf1 inhib: -12; Jurkat NFkB inh: -10; SENP8 block: 2; UBC13 inh: -3; 697 NFkB inh: 3; EBI2 block: -10

Further structures follow.
no.	canonical_smiles	CCR6 antag	Gli-Sufu block	Apaf1 inhib	Jurkat NFkB inh	SENP8 block	UBC13 inh	697 NFkB inh	EBI2 block
33	CCOc1cc(N2CCOCC2)c(OCC)cc1NC(=O)c1ccc2ccccc2n1	-6	18	32	-29	25	-16	-57	28
34	CCCOc1ccc(N2CC(C(=O)Nc3ccccc3C(=O)NC)CC2=O)cc1 (stereo not drawn)	3	-33	0	1	-1	15	-3	9
35	O=C(CCCN1CC=C(n2c(=O)[nH]c3ccccc32)CC1)c1ccc(F)cc1	6	4	-2	-3	0	8	-8	6
36	O=C1c2cccnc2C(Nc2ccc(Cl)cc2)N1Cc1cccs1 (stereo not drawn)	2	-11	14	-10	2	8	9	-6
37	O=C(Nc1cccc(NC(=O)c2ccc(-c3ccc(Br)cc3)o2)c1)c1ccccc1	6	5	18	-22	0	10	-47	14
38	O=C(NNc1nc2ccc(Cl)cc2s1)c1cc(-c2cccs2)nc2ccccc12	11	7	11	4	-6	-73	-5	1
39	CCCCCCCCCCCC(=O)c1c(O)cccc1O	-19	1	0	-10	-9	-14	0	-6
40	Cc1ccc(N2CC(C(=O)NCCc3ccc(S(N)(=O)=O)cc3)CC2=O)cc1 (stereo not drawn)	-11	0	12	7	6	-5	-18	-6
41	COc1ccc(CCNC2CCC(c3ccccc3)CC2)cc1 (stereo not drawn)	6	19	-4	-8	-12	6	-13	18
42	Cc1cccc2cc(CN(CC3CCCO3)C(=O)c3ccco3)c3nnnn3c12 (stereo not drawn)	.	.	2	3	3	-2	10	.
43	COc1cccc(NC(=O)c2cccc(C(=O)Nc3cccc(OC)c3)c2)c1	8	11	2	-23	4	2	11	3
44	CN(C)CCCNCCCNC(=O)/C=N/O	13	3	1	-9	0	4	4	4
45	Cn1cccc1C(=O)Nc1nccs1	-12	-16	-8	-8	-3	9	-9	-6
46	CCOc1ccccc1C(=O)NCc1ccc2c(c1)OCO2	19	-1	-2	9	-10	10	-11	1
47	COc1ccc(-c2nnc(NC(=O)c3ccc(S(=O)(=O)N4CCc5ccccc5C4)cc3)o2)cc1	22	4	20	2	2	-19	-28	-7
48	COc1ccc(NCC(=O)N/N=C/c2ccc3c(c2)OCCO3)cc1	4	-11	6	-35	-7	-20	-36	-7

Values by screen from above:
Nos. 41–48 in UBC13 inh read 6, -2, 2, 4, 9, 10, -19, -20

Next results.
no.	canonical_smiles	CCR6 antag	Gli-Sufu block	Apaf1 inhib	Jurkat NFkB inh	SENP8 block	UBC13 inh	697 NFkB inh	EBI2 block
49	Cc1ccc(NC(=O)CSCC#N)cc1	1	0	-20	-16	-5	4	19	-9
50	Cc1ccc(CCN2CC(C(=O)NCCCOC(C)C)CC2=O)cc1 (stereo not drawn)	8	0	-17	1	-3	15	4	4
51	COc1ccc(-c2c(NC(=O)c3ccco3)n(C)c3ccccc3c2=O)cc1	8	-10	3	-17	1	-7	0	0
52	Cc1cccc(S(=O)(=O)NCCc2ccccc2)c1	12	10	3	-8	4	1	15	-5
53	O=C(O)CCCCCNc1nc2ncn(Cc3ccccc3)c2c(=O)[nH]1	-5	1	-12	2	2	-1	1	-15
54	CSCC[C@H](N)C(=O)NC[C@H]1O[C@@H](n2cnc3c(N)ncnc32)[C@H](O)[C@@H]1O	12	-3	12	.	.	.	11	2
55	N#Cc1cnc(Nc2ccc(F)cc2)nc1N	-7	-12	-8	-11	-13	-2	-45	6
56	Cc1nnsc1C(=O)N1CCCC(N2CCN(c3ccc(F)cc3)CC2)C1 (stereo not drawn)	14	-11	-16	3	0	5	5	-14
57	CCOC(=O)C1CCN(S(=O)(=O)c2cc(F)ccc2OC)CC1	17	-1	2	7	0	0	13	5
58	COc1ccc(CC(=O)NNC(=O)c2ccncc2)cc1	-1	0	-6	1	6	9	14	-2

High-throughput results from PubChem BioAssay.
